# Assay outcomes: PubChem, The Scripps Research Institute Molecular Screening Center
# PAFAH1B3 FP inh = blocks human PAF acetylhydrolase 1B catalytic subunit 3; AID 492972; recombinant PAFAH1B3, FP-rhodamine probe, fluorescence polarization; actives 0.28% (n = 340,000); inhibition, % at 3.39 µM; Q15102;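 active = inhibition above the screen-wide average of all tested compounds plus 3 SD, cut at about 25% in these data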;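 also: 0% = enzyme with DMSO only and 100% = wells lacking PAFAH1B3 protein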
# PAFAH2 FP inh = PAFAH2 (human) inhibition; Q99487; recombinant PAFAH2, FP-rhodamine activity probe, fluorescence polarization; inhibition, % at 3.39 µM; actives 0.99% (n = 340,000);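 active = inhibition above the mean over all tested compounds plus 3 SD, cut at about 30% in these data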;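 also: inhibitors block probe labeling of enzyme so polarization drops; 0% = enzyme with DMSO and 100% = wells lacking PAFAH2 protein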
# GSTO1 inh = blocks human GSTO1 in RBBP9 counter-screen; P78417; recombinant GSTO1, activity-based probe fluorescence polarization; inhibition, % at 5.96 µM; actives 1.1% (n = 300,000); AID 1974;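 active = inhibition above the campaign mean inhibition plus 3 SD, cut at about 35% in these data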;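 also: 0% = GSTO1-1 with DMSO and 100% = wells lacking GSTO1-1 enzyme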
# LYPLA1 inh = blocks human lysophospholipase 1, a PME1 counter-screen. recombinant LYPLA1, FP-Rh probe fluorescence polarization. inhibition, % at 5.9 µM. actives 0.16% (n = 320,000);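 active = inhibition above the mean of all tested compounds plus 3 SD, set per campaign, cut at about 14% in these data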;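 also: inhibitors block serine hydrolase probe labeling of LYPLA1 so polarization falls; 0% = enzyme with DMSO and 100% = wells lacking LYPLA1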
# pPAFAH inh = inhibitors of human plasma PAF acetylhydrolase (pPAFAH). AID 463082. actives 1.5% (n = 330,000). recombinant pPAFAH, FP-rhodamine probe fluorescence polarization. Q13093. inhibition, % at 3.39 µM;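 active = inhibition above the mean inhibition across the screen plus 3 SD, cut at about 25% in these data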;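 also: inhibitors block binding of the rhodamine activity-based probe so polarization drops; 0% = enzyme with DMSO and 100% = wells lacking pPAFAH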
# PME-1 inh = blocks human protein phosphatase methylesterase 1; recombinant PME-1, FP-Rh probe fluorescence polarization; actives 0.53% (n = 320,000); Q9Y570; AID 2130; inhibition, % at 5.9 µM;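 active = inhibition above the campaign mean of all compounds plus 3 SD, cut at about 26% in these data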;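 also: competitive labeling of PME-1 active site by serine hydrolase directed probe; 0% = PME-1 with DMSO and 100% = wells lacking PME-1 enzyme; inhibitors block probe labeling so polarization falls and inhibition rises; many of its hits are not listed in these tables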
# PAFAH1B2 inh = inhibitors of human PAFAH1B2; actives 1.2% (n = 340,000); recombinant PAFAH1B2, FP-rhodamine activity probe, fluorescence polarization; inhibition, % at 3.39 µM; AID 492953; P68402;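 active = inhibition above the mean of all tested compounds plus 3 SD, cut at about 24% in these data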;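 also: 0% = enzyme with DMSO and 100% = wells lacking PAFAH1B2; many of its hits are not listed in these tables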
# Target sequence (P68402 whole entry, looked up): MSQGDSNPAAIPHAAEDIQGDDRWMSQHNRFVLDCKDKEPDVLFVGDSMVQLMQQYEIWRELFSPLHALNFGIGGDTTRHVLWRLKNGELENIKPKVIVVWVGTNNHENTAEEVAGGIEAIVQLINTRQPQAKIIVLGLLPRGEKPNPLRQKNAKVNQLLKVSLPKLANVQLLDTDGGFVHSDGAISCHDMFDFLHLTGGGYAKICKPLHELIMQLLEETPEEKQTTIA
# Fam108B inh = counter-screen for RBBP9 inhibitors: inhibitors of mouse Fam108B; recombinant Fam108B, FP-Rh probe fluorescence polarization; inhibition, % at 9.51 µM; actives 0.33% (n = 300,000); AID 1947;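 active = inhibition above the screen mean inhibition plus 3 SD, computed separately per campaign, cut at about 18% in these data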;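 also: inhibitors lower polarization as less probe binds the enzyme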
# PAD4 FP inh = PAD4 (human) enzyme inhibition; actives 0.41% (n = 330,000); Q9UM07; inhibition, % at 6.36 µM; recombinant PAD4, RCA probe fluorescence polarization; AID 485272;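 active = percent inhibition above a cutoff equal to the mean of all tested compounds plus 3 SD, cut at about 15% in these data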;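 also: 0% = PAD4 with RCA probe and DMSO and 100% = probe without PAD4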
# Target sequence (Q9UM07 whole entry, looked up): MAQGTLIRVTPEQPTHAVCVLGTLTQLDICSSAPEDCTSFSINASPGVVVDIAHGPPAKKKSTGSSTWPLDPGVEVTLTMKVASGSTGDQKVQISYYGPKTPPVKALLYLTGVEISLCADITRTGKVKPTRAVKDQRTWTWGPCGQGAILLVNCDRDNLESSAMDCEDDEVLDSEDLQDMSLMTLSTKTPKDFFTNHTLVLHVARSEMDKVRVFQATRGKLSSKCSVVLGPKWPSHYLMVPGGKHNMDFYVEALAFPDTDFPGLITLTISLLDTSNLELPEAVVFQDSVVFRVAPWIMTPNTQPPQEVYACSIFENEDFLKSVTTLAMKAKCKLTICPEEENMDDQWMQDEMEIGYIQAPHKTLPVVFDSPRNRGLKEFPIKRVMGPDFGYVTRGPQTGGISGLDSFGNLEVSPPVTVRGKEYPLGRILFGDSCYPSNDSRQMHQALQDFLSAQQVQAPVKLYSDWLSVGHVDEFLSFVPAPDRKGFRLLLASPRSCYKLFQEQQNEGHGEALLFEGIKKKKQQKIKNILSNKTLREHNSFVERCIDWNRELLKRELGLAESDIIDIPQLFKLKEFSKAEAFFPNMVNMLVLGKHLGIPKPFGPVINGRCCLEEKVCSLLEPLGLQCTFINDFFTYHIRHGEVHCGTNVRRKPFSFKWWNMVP
# An asterisk follows results filed as active; nt = no result given.
entry	compound	PAFAH1B3 FP inh	PAFAH2 FP inh	GSTO1 inh	LYPLA1 inh	pPAFAH inh	PME-1 inh	PAFAH1B2 inh	Fam108B inh	PAD4 FP inh
1	CC(C)C12CN3CC(C(C)C)(CN(C1)C31C(=O)Nc3ccccc31)C2=O (centres undefined)	8	-5	0	-1	-2	0	3	-1	0
2	CCCCCOc1ccc(CSC2=NCCN2)cc1[N+](=O)[O-]	6	2	-6	-3	24	3	3	-1	-3
3	CN1CCN(c2ccc(NC(=O)c3cc(S(N)(=O)=O)ccc3N3CCOCC3)cc2)CC1	0	7	nt	-2	-1	3	2	nt	-3
4	Cc1ccc(S(=O)(=O)Nc2ccc(S(=O)(=O)Nc3cc(C)nc(C)n3)cc2)cc1	4	3	7	1	-1	0	20	0	-1
5	O=C(CCc1nnc2n(Cc3ccc(Cl)cc3)c(=O)c3ccccc3n12)NCCN1CCCC1	4	-1	-2	-5	-1	-2	3	-2	-3
6	CC/C(=N\NC(=O)c1cccnc1)c1ccc2c(c1)OCCO2	5	0	3	-1	-1	-5	8	2	-2
7	COc1ccc(-n2nc(C(=O)NCC(=O)NCCCN3CCC(C)CC3)c3ccccc3c2=O)cc1Cl	7	-12	4	1	3	3	0	4	4
8	CCN(CC)C(=O)CSc1nnc(SCc2ccc(Cl)cc2)s1	-7	-3	4	-4	3	-4	20	3	-4
9	O=C(N1CCOCC1)N1c2ccccc2CC(N2CCOCC2)c2ccccc21 (centres undefined)	3	-8	5	1	-3	2	-2	10	-1
10	COc1cc(C(=O)Nn2cnnc2)ccc1OC(F)F	-1	1	5	3	0	2	8	3	-1
11	CC1=C(Sc2nc3ccccc3[nH]2)C(=O)NC(C)(C)C1	-1	-11	7	0	7	0	4	1	-1
12	Nc1nnc(SCC(=O)Nc2nnc(-c3ccccc3)o2)s1	2	4	nt	-2	2	-4	3	nt	1
13	N#C/C(=C\c1ccc(N2CCOCC2)o1)C(=O)NC1CCCCC1	3	2	1	-2	-2	-6	24*	3	-3
14	Cc1cc(C)cc(N(CCC#N)C(=O)COC(=O)CNC(=O)c2sc3ccccc3c2Cl)c1	2	3	-5	-4	2	-5	-3	-1	-7
15	C=Cn1cc[n+](CC(=O)c2ccc(C)cc2)c1	1	-3	-1	6	-1	-2	0	2	0
16	Cc1ccc(C(=O)NCC(=O)N2CCCCCCC2)cc1	3	5	nt	-1	3	5	-1	nt	-5
17	COc1ccc(OC)c(-c2csc(NC(=O)Cc3ccccc3OC)n2)c1	-6	1	1	-12	6	-8	-3	-6	1
18	COc1ccc([C@H]2CC(=O)C=C(/C=C/Cc3ccccc3)C2)cc1	-4	4	nt	-3	-1	-7	1	nt	-4
19	CCOC(=O)c1c(NC(=O)CSc2ncn[nH]2)sc(C)c1C	0	2	0	5	8	-2	1	2	-3
20	C=CCNC(=S)N/N=C/c1cn(-c2ccccc2)nc1-c1ccc(OC)cc1	18	-11	-2	-13	3	13	0	-11	0
21	CC1CN(C(=O)c2ccc(Oc3ccccc3)cc2)CC(C)O1 (centres undefined)	10	-1	-3	0	3	-3	-1	-4	1
22	O=c1c2c(ncn2C2CCCC2)n(Cc2ccccc2)c(=O)n1CCOc1ccccc1	-13	-9	1	-3	6	3	-5	0	1
23	O=C(Nc1cccc(Br)c1)/C(=C\c1cccnc1)NC(=O)c1ccco1	7	1	7	-2	1	-8	5	2	-1
24	CNC(=O)Nc1ccc2nc(C)oc2c1	-2	0	10	2	-1	-5	4	4	-1
25	CCN(Cc1ccccc1)C(=O)Cc1ccc(OC)c(S(=O)(=O)N2CCOCC2)c1	14	6	0	2	-2	9	3	0	2
26	O=c1c2c(n3nnnc3n1-c1ccccc1)-c1ccccc1CC21CCCC1	-1	-15	4	1	8	-5	3	2	-1
27	CCCc1c(C)nc2ccccc2c1SCCC#N	0	-1	5	1	0	0	0	3	1
28	Cc1cc(=O)c2cc(Cl)ccc2[nH]1	9	-2	6	-1	5	-4	0	-2	-4
29	COc1ccc(-c2nc(Cn3c(SCc4ccc(F)cc4)nc4ccncc43)c(C)o2)cc1OC	-10	-1	-1	-6	0	-11	3	-4	2
30	O=C(Nc1ccccc1[N+](=O)[O-])c1nc[nH]c1C(=O)NCCO	4	-2	0	2	2	12	-8	-2	1
31	CC(=O)NCCCc1c[nH]c2ccc(Cl)cc12	4	-7	4	3	0	-6	5	-2	-1
32	CN(C(=O)CSc1nnnn1-c1ccc(Cl)cc1)C1CCS(=O)(=O)C1 (centres undefined)	1	-2	nt	nt	2	nt	6	nt	-2
33	Cc1cc(C)c(C)c(S(=O)(=O)N2CCN(C(=O)CNC(=O)c3ccco3)CC2)c1C	3	3	nt	4	-1	2	-1	nt	-1
34	CN(C)CCN(C(=O)c1ccc(S(=O)(=O)N(C)c2ccccc2)cc1)c1nc2cc3c(cc2s1)OCCO3	0	1	5	-4	3	-4	16	-2	0
35	Cc1ccccc1Cn1cccc1/C=C1/C(=N)N2C=CSC2=NC1=O	-7	-16	-1	-15	6	-17	-7	-5	-18
36	COC(=O)Cn1c(CN2CCN(c3ccc(F)cc3)CC2)nc2c1c(=O)n(C)c(=O)n2C	1	4	16	-2	18	4	5	-2	1
37	COc1ccc(C(C(=O)NC(C)(C)C)N(Cc2ccco2)C(=O)CCC(=O)Nc2cc(C)on2)cc1 (centres undefined)	-1	-8	12	2	-1	2	5	6	2
38	CC(C(=O)Nc1cc(Cl)cc(Cl)c1)N1CCCC1 (centres undefined)	13	-1	7	1	-3	-2	1	6	0
39	CCCCNC(=O)c1onc(CSc2ccncc2)c1C(=O)NCCCC	5	-2	2	-1	3	-2	4	-4	1
40	Cc1cc(=O)[nH]c(SCC(=O)N2CCc3ccccc3C2)n1	5	6	13	-1	6	-2	-1	2	5
41	CCN(CC)CCN1C(=O)C(=O)/C(=C(/O)c2ccc(S(=O)(=O)N3CCOCC3)cc2)C1c1ccccc1 (centres undefined)	3	9	3	5	1	-1	1	-5	3
42	c1ccc(-c2onc3c2CCCC3)cc1	2	2	2	1	-1	1	1	4	-8
43	CC1CCCCC12NC(=O)N(CC(=O)OCc1ccccc1F)C2=O (centres undefined)	4	-2	nt	nt	1	nt	1	nt	-1
44	O=C1NC(c2ccccc2O)Nc2ccccc21 (centres undefined)	5	1	3	0	3	-7	3	-2	-3
45	O=C(Nc1nnc(C2=COCCO2)o1)c1cccc(Br)c1	10	1	-27	0	4	-2	-1	-2	-3
46	COc1ccc(NC(=S)Nc2ccc(OCc3ccccc3)cc2)c(OC)c1	5	-2	2	1	6	7	5	2	-3
47	O=C1c2ccccc2C(=O)N1CCCCN(C(=O)c1ccc([N+](=O)[O-])cc1)c1ccc(Cl)cc1	5	-9	-2	-1	4	3	-2	4	-3
48	CN(c1ccccc1)S(=O)(=O)c1cccc(Cl)c1Cl	-2	1	1	2	7	3	6	-1	1
49	CCOc1ccccc1CN1CCC(Oc2cccc(C(=O)NCCOC)c2)CC1	8	6	0	-3	5	-5	3	1	1
50	COC(=O)c1ccc(OCC2NCCc3cc(OC)c(OC)cc32)cc1 (centres undefined)	7	1	14	-2	2	2	5	1	-1

# Part of the list above, reformatted.
[39] CCCCNC(=O)c1onc(CSc2ccncc2)c1C(=O)NCCCC
[40] Cc1cc(=O)[nH]c(SCC(=O)N2CCc3ccccc3C2)n1
[41] CCN(CC)CCN1C(=O)C(=O)/C(=C(/O)c2ccc(S(=O)(=O)N3CCOCC3)cc2)C1c1ccccc1 (centres undefined)
[42] c1ccc(-c2onc3c2CCCC3)cc1
[43] CC1CCCCC12NC(=O)N(CC(=O)OCc1ccccc1F)C2=O (centres undefined)
[44] O=C1NC(c2ccccc2O)Nc2ccccc21 (centres undefined)
[45] O=C(Nc1nnc(C2=COCCO2)o1)c1cccc(Br)c1
[46] COc1ccc(NC(=S)Nc2ccc(OCc3ccccc3)cc2)c(OC)c1
[47] O=C1c2ccccc2C(=O)N1CCCCN(C(=O)c1ccc([N+](=O)[O-])cc1)c1ccc(Cl)cc1

assay / compound	39	40	41	42	43	44	45	46	47
PAFAH1B3 FP inh	5	5	3	2	4	5	10	5	5
PAFAH2 FP inh	-2	6	9	2	-2	1	1	-2	-9
GSTO1 inh	2	13	3	2	nt	3	-27	2	-2
LYPLA1 inh	-1	-1	5	1	nt	0	0	1	-1
pPAFAH inh	3	6	1	-1	1	3	4	6	4
PME-1 inh	-2	-2	-1	1	nt	-7	-2	7	3
PAFAH1B2 inh	4	-1	1	1	1	3	-1	5	-2
Fam108B inh	-4	2	-5	4	nt	-2	-2	2	4
PAD4 FP inh	1	5	3	-8	-1	-3	-3	-3	-3

# Profiles as entered above:
# `Cc1ccc(S(=O)(=O)Nc2ccc(S(=O)(=O)Nc3cc(C)nc(C)n3)cc2)cc1` is listed as PAFAH1B3 FP inh = 4; PAFAH2 FP inh = 3; GSTO1 inh = 7; LYPLA1 inh = 1; pPAFAH inh = -1; PME-1 inh = 0; PAFAH1B2 inh = 20; Fam108B inh = 0; PAD4 FP inh = -1
# `COc1ccc([C@H]2CC(=O)C=C(/C=C/Cc3ccccc3)C2)cc1` is listed as PAFAH1B3 FP inh = -4; PAFAH2 FP inh = 4; GSTO1 inh = nt; LYPLA1 inh = -3; pPAFAH inh = -1; PME-1 inh = -7; PAFAH1B2 inh = 1; Fam108B inh = nt; PAD4 FP inh = -4

# Other structures follow:
entry	compound	PAFAH1B3 FP inh	PAFAH2 FP inh	GSTO1 inh	LYPLA1 inh	pPAFAH inh	PME-1 inh	PAFAH1B2 inh	Fam108B inh	PAD4 FP inh
51	Cc1cc(OCC(F)(F)C(F)(F)C(F)(F)C(F)F)nc(N)n1	16	0	2	2	6	1	3	5	-2
52	Cc1ccc(S(=O)(=O)N2CCC(C(=O)C3C(=O)CCCC3=O)CC2)cc1	7	7	-1	-1	1	3	6	1	-1
53	C/C(CC(=O)Nc1ccccn1)=N\NC(=O)c1ccccc1O	20	11	33	8	11	3	4	4	-2
54	O=C(Nc1cc(S(=O)(=O)N2CCOCC2)ccc1N1CCCC1)c1cnccn1	17	3	-3	1	7	6	3	18*	0
55	Cc1cc(C(F)(F)F)n2ncc(-c3cccc(Br)c3)c2n1	6	-6	10	1	-2	-5	-5	4	-3
56	O=[N+]([O-])c1ccc2c(c1)C(N1CCOCC1)/C(=C/COc1ccc(Cl)cc1Cl)O2 (centres undefined)	0	9	0	-4	7	3	24*	-4	2
57	COc1ccc(/C=C2\OC(=S)N(C)C2=O)cc1	-1	-3	1	-1	4	-1	0	1	0
58	CCCCCC(=O)N1CCCC(c2nc(-c3ccc(OC)cc3)no2)C1 (centres undefined)	6	5	0	-4	2	0	-5	-5	-5
59	Cc1cc(OCC(=O)N[C@@H](Cc2ccccc2)c2nc3ccccc3[nH]2)ccc1Cl	4	4	11	-10	0	6	-4	1	-6
60	O=C(COC(=O)c1cccc(S(=O)(=O)N2CCOCC2)c1)Nc1ncc(Cl)cc1Cl	-3	35*	nt	-2	8	6	3	nt	2
61	COc1ccc(CC(=O)NNC(=O)c2ccc(Br)s2)cc1OC	12	8	nt	nt	-3	nt	6	nt	-1
62	O=C(Nc1ccc(Cl)c([N+](=O)[O-])c1)c1ccc(NCCCN2CCOCC2)c([N+](=O)[O-])c1	1	4	-6	5	9	4	3	1	0
63	O=C(Oc1ccc(F)c(F)c1)c1ccc2c(=O)n3c(nc2c1)CCC3	1	-3	-8	0	-3	1	6	-4	3

# The list is partial. The share of hits here may be higher or lower than overall.
